APEX1 inh: qHTS Assay for Inhibitors of the Human Apurinic/apyrimidinic Endonuclease 1 (APE1); recombinant APE1, TAMRA/BHQ-2 abasic DNA cleavage fluorescence; hit rate 0.35% among 350,000; DNA repair nuclease/redox regulator APEX1 (Homo sapiens), P27695; AID 2517, 2012; Potency, µM (titrated, usually from 65.8 µM), for the others: at the top dose activity change, negative = inhibition, most hits filed as inhibitors;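 note: plate controls were vehicle for no effect and reference inhibitor for full effect; nearly all actives have a fitted effect of over 55% in size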
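Incision of a quenched TAMRA/BHQ-2 THF abasic-site duplex (50 nM) by 0.75 nM APE1, after 15 min compound preincubation, measured as fluorescence increase over three 60 s reads. Values normalized to buffer, DMSO and NSC13755 control wells.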
G9a inh: qHTS Assay for Inhibitors of Histone Lysine Methyltransferase G9a | Histone-lysine N-methyltransferase EHMT2 (Homo sapiens), Q96KQ7 | G9a H3K9 monomethylation, AlphaScreen, 2 h | Potency, µM (titrated, usually from 102 µM), without a hit: at the top dose activity, negative = inhibition, actives largely listed as inhibitors | hit rate 8.8% among 350,000; note: % is set by controls: 0 for no effect and ±100 for the full control effect; nearly all actives have a fitted effect of over 75% in size
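Compounds were preincubated with 20 nM G9a for 15 min, after which biotinylated H3K9 peptide (500 nM) and SAM (20 uM) started a 2 h room-temperature reaction. Monomethylated product was quantified by antibody-based AlphaScreen chemiluminescence.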
BAZ2B block: qHTS Assay for Inhibitors of BAZ2B; Bromodomain adjacent to zinc finger domain protein 2B (Homo sapiens), Q9UIF8; AlphaScreen BAZ2B-H3K14Ac peptide displacement; Potency, µM (series often up to 114 µM), for the others: top-dose activity change, negative = inhibition, usual class: inhibitors; hit rate 4.4% among 360,000; note: % is set by controls: 0 for no effect and ±100 for the full control effect; nearly all actives have a fitted effect of over 60% in size
Target sequence (Q9UIF8 whole entry, looked up, the tested form may be a part): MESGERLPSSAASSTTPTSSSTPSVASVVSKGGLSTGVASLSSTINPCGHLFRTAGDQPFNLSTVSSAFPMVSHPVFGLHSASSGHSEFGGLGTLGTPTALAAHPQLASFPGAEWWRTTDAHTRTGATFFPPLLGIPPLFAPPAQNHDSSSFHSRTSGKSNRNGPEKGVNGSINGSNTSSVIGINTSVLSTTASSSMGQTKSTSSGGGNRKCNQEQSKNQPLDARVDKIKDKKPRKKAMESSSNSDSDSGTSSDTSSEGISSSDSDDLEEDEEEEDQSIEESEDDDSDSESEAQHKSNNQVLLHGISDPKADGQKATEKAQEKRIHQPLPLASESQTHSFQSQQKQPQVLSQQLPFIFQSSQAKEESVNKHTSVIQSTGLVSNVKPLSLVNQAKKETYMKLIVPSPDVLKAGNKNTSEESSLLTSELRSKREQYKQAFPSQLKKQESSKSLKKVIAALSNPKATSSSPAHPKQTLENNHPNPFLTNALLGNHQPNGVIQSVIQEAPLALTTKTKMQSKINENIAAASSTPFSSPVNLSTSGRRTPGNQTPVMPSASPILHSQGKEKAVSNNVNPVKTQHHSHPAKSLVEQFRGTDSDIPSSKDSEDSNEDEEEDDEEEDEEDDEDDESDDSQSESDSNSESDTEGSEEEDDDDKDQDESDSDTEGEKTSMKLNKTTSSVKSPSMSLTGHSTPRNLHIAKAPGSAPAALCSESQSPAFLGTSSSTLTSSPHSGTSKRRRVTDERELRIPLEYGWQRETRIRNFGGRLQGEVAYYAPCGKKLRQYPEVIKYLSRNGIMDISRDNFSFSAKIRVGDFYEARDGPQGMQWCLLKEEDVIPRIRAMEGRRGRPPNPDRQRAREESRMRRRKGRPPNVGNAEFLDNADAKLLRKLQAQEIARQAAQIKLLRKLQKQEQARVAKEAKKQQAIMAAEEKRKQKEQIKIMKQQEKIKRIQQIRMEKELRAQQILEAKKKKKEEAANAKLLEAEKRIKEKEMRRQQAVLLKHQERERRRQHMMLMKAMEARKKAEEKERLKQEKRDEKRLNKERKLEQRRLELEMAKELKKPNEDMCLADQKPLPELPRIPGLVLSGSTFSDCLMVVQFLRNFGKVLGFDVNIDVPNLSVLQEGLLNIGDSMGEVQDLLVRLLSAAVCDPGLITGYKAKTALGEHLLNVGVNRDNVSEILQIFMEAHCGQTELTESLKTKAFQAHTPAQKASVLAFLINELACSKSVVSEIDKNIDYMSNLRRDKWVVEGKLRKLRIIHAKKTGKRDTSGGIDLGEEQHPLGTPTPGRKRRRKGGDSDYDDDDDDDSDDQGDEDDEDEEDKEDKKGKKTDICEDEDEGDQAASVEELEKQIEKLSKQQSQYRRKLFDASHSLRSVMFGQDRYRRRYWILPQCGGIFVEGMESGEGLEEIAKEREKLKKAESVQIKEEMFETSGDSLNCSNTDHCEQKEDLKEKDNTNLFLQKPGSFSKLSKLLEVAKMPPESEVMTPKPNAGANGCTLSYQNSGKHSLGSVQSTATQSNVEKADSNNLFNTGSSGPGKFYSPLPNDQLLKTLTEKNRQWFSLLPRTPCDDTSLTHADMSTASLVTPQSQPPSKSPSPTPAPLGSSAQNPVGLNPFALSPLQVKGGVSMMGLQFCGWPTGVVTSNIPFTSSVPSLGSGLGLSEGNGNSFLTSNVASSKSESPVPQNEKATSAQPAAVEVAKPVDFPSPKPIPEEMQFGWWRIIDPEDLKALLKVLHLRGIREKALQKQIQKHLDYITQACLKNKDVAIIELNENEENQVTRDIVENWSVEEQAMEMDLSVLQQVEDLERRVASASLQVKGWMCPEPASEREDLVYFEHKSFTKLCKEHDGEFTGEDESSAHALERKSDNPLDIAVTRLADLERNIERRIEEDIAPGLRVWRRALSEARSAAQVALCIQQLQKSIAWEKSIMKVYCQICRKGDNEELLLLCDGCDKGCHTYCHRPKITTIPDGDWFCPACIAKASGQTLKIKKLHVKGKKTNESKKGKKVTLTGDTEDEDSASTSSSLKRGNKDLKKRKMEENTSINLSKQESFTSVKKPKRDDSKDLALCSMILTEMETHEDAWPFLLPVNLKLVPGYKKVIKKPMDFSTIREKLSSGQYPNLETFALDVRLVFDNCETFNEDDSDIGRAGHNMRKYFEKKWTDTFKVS
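AlphaScreen luminescence quantifies BAZ2B engagement of H3K14Ac peptide; the protein and biotinylated peptide are both at 50 nM final, buffer PBS pH 7.4 with 0.01% Tween-20, all steps at room temperature.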
Pol eta inh: qHTS for Inhibitors of Polymerase Eta; Potency, µM (highest dose often 114 µM), for inactives: top-dose activity change, negative = inhibition, most hits filed as inhibitors; recombinant Pol eta, fluorescent DNA replication assay; AID 588591, 2011; DNA polymerase eta (Homo sapiens), Q9Y253; hit rate 1.2% among 390,000; note: % is set by controls: 0 for no effect and ±100 for the full control effect
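Pol eta (10 nM) was preincubated with compounds for 15 min at room temperature, after which fluorescent replication substrate (50 nM final) was added to start the reaction. Fluorescence was read kinetically at 0 and 10 min.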
Apoferritin bind: qHTS Assay for Identification of Novel General Anesthetics; apoferritin/1-aminoanthracene competitive binding, fluorescence; Potency, µM (titrated, usually from 77.5 µM), inactives show top-dose activity change, negative = displacement, most hits filed as inhibitors; hit rate 0.074% among 350,000; AID 485281, 2010; note: % is set by controls: 0 for no effect and ±100 for the full control effect; nearly all actives have a fitted effect of over 20% in size
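Horse-spleen apoferritin (10 uM) in 50% saturated 1-aminoanthracene in PBS was incubated 10 min at room temperature with compound. Fluorescence (ex 380, em 535 nm) was normalized to free and bound 1-AMA, with concentration-response fitted by a four-parameter Hill equation.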
Pol beta inh: qHTS Assay for Inhibitors of DNA Polymerase Beta. hit rate 1.3% among 340,000. Potency, µM (highest dose often 114 µM), for inactives: top-dose activity change, negative = inhibition, actives largely listed as inhibitors. AID 485314, 2010. P06746. Pol beta primer extension/strand displacement, fluorescence kinetic; note: % is set by controls: 0 for no effect and ±100 for the full control effect
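Preincubation: enzyme (10 nM) with compound, 15 min, RT. Reaction: substrate added to 50 nM final. Reads: 0 and 10 min. Analysis: normalized, Hill fit.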
Pol kappa inh: qHTS for Inhibitors of Polymerase Kappa; purified Pol kappa, fluorescent DNA synthesis assay, 10 min; hit rate 0.53% among 400,000; DNA polymerase kappa (Homo sapiens), Q9UBT6; Potency, µM (doses to about 107 µM), for inactives: top-dose activity, negative = inhibition, hits mostly inhibitors; note: % is set by controls: 0 for no effect and ±100 for the full control effect
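Inhibition of 10 nM Pol kappa is measured by a fluorescent read-out at 0 and 10 min following addition of 50 nM substrate (final), with a 15-min room-temperature compound preincubation.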
BLM inh: qHTS Assay for Inhibitors of Bloom's syndrome helicase (BLM); RecQ-like DNA helicase BLM (Homo sapiens), P54132; recombinant BLM DNA unwinding, fluorescence dequenching; Potency, µM (series often up to 56.1 µM), for inactives: at the top dose activity change, negative = inhibition, usual class: inhibitors; hit rate 0.2% among 350,000; AID 2528, 2010;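 note: plate controls were vehicle for no effect and no enzyme for full effect; nearly all actives have a fitted effect of over 35% in size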
Pol iota inh: qHTS for Inhibitors of Polymerase Iota; DNA polymerase iota (Homo sapiens), Q9UNA4; Pol iota fluorescent replication assay, 10 min; Potency, µM (titrated, usually from 115 µM), for the others: top-dose activity, negative = inhibition, actives largely listed as inhibitors; hit rate 1% among 390,000
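Fluorescent replication assay read twice, at 0 min and 10 min after adding 50 nM (final) substrate. Enzyme (10 nM) and compounds were first incubated 15 min at room temperature; enzyme-free buffer wells were negative controls.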
Starred values were filed as active, the others as inactive; ? = inconclusive; . = not tested or not shown; & = joins results of further samples; [ ] = another dose, or the depositor's remark. Calls come from the whole dose curve; as a rule, active = well fitted curve in the direction sought with a large enough effect; inconclusive = small, poorly fitted or top-dose-only effect, or another doubt; inactive = no such curve, though single readings can be large; an effect the other way counts as inactive or inconclusive. Potency is the fitted concentration of half-maximal effect. These rows are one share of the data; the hit share may differ from the screen's.

canonical_smiles	Pol iota inh	G9a inh	Pol kappa inh	Pol beta inh	BAZ2B block	APEX1 inh	Pol eta inh	BLM inh	Apoferritin bind
COc1ccc(C(=O)N2CCCc3ccccc32)cc1Br	109.1%[activator]	21.6%	-1.8%	20.0%	1.1%	10.3%	-18.9%	-6.0%	?
Cc1ccc(NC(=O)CSc2nc3c(c(=O)[nH]2)CCCC3)cc1C	21.0%	-3.5%	-1.5%	-0.1%	-18.3%	37.1%	6.4%	-2.4%	-3.3%
COc1cccc2c1OC[C@@H](CO)[C@H]2N(C)C(=O)Nc1ccc(Cl)cc1Cl	12.0%	6.7%	-0.5%	54.4%	-1.6%	4.4%	-5.5%	-0.6%	-11.8%
COC(=O)c1cccc(Cn2nnc3sc4c(c3c2=O)CCC(C(C)(C)C)C4)c1 (stereo unspecified)	21.9%	-31.9%[59 µM]	0.8%	-1.6%	-0.5%	.	.	-3.1%	?
N=c1oc2ccc(Cl)cc2cc1C(=O)Nc1ccc(F)cc1	136.7%[activator]	-9.5%[2.33 µM]	-9.3%	11.5%	-3.8%	-12.0%	-16.2%	-4.2%	4.4%
C[C@H](NC(=O)c1ccc(C(C)(C)C)cc1)C(=O)N1CCC2(CC1)NCCc1[nH]cnc12	20.8%	.	-7.0%	51.0%	?	2.4%	0.2%	-11.6%	2.1%
CCCc1ccc(S(=O)(=O)N2CCC(c3nnc(-c4cccc(C)c4)o3)CC2)cc1	19.6%	8.91µM*	-11.6%	2.3%	-1.9%	.	-12.7%	-6.9%	5.8%
CNc1nc2c(c(=O)n(C)c(=O)n2C)n1CC(O)COc1ccc(OC)cc1 (stereo unspecified)	-9.9%	-24.3%[59 µM]	-2.4%	1.6%	?	.	-4.3%	-2.0%	-17.6%
O=C1NN=C(CSc2n[nH]c(=S)s2)CS1	3.4%	2.51µM*	12.3%	-17.1%	79.4µM*	0.5%	-13.3%	-2.2%	-12.0%
COCCn1c(SCC(=O)N2CC(=O)Nc3ccccc32)nc2ccccc2c1=O	14.0%	17.0%	-10.6%	-1.7%	-4.0%	0.1%	-13.6%	7.0%	-4.1%
CCOC(=O)CN1NC2(CCCCC2)NC1=S	?	?	4.9%	7.1%	-5.6%	1.5%	-5.0%	-2.9%	-4.4%
Cn1nccc1NC(=O)Nc1cccc(Cl)c1Cl	-18.2%	-44.2%	2.0%	7.5%	?	4.0%	-13.7%	6.5%	-17.9%
Cn1c2c(c(=O)n(C)c1=O)C(c1ccc(O)cc1)Nc1ccccc1O2 (stereo unspecified)	2.2%	8.4%	-16.3%	-1.2%	8.4%	7.3%	-5.4%	-4.1%	-9.8%
N=C1CCCN1CC(=O)c1ccc(Cl)cc1	11.8%	14.0%[59 µM]	-1.6%	6.4%	-5.5%	2.1%	-13.7%	-4.2%	-6.7%
CC(C)NC(=O)c1onc(CSc2ccc(Cl)cc2)c1C(=O)NC(C)C	16.5%	50.6%[59 µM]	0.4%	-28.5%	19.0%	-1.4%	?	-7.3%	-10.0%
COc1cc(C)c(C)cc1S(=O)(=O)N1CCN(Cc2ccccc2)CC1	?	-26.0%[59 µM]	-14.2%[60.1 µM]	30.7%	-8.8%	-5.5%	-9.0%	0.1%	-17.5%
CCOC(=O)C1=C(C)NC(SCC(N)=O)=C(C#N)C1c1ccncc1 (stereo unspecified)	4.4%&3.5%	?	-0.9%&2.0%	12.1%	12.3%	-0.2%	-10.9%&-18.0%	2.0%	-15.0%
COc1ccc(/C=N/OCc2ccc(Br)cc2)c(OC)c1	?	10.0%[2.33 µM]	-9.5%	-13.6%	320.6%[activator]	2.4%	-10.5%	-3.9%	1.6%
COc1ccc(CCN(C)C(=S)NC(=O)c2ccc(F)cc2Cl)cc1OC	83.7%[activator]	3.9%	-6.2%	19.2%	-16.4%	-1.2%	-21.3%	-3.7%	-10.0%
Cc1cccc(NC(=O)CSc2nc(=O)n(CCCN3CCOCC3)c3c2CCCC3)c1	29.4%	4.0%[59 µM]	-19.8%	.	-6.7%	-2.0%	-10.4%	.	.
O=C(CSc1nc2ccccc2[nH]1)NC(=O)NCc1ccco1	?	?	-43.9%	-0.8%	-31.0%	-6.3%	?	-4.7%	-20.4%
Cn1c(CSc2ncccn2)nnc1SCC(=O)N1CCCC1	21.0%	1.9%	-12.2%	30.8%	-17.7%	1.1%	-3.2%	-3.5%	-2.3%
Cc1ccc(-n2c(Cn3cnc4ccccc43)nnc2SCC(=O)O)cc1	18.2%	-22.4%[59 µM]	-0.9%	-0.8%	-3.1%	4.7%	-5.1%	2.6%	-1.3%
Cc1ccccc1-n1c(SCC(=O)N/N=C/c2c(C)nn(-c3ccccc3)c2C)nc2ccccc2c1=O	-4.4%	15.5%[59 µM]	6.2%	13.7%	-28.8%	-4.2%	-15.2%	-7.6%	0.0%
CCc1ccc(C(=O)Nc2ccc(C)c(NS(C)(=O)=O)c2)cc1	4.7%	-119.2%	-1.6%	9.4%	-18.5%	-1.5%	-12.1%	-1.7%	-7.7%
CCOC(=O)N1CCN(C(=O)COC(=O)c2oc3ccc(OC)cc3c2C)CC1	-1.2%	47.6%[activator]	0.8%	-23.9%	-1.1%	-7.0%	-5.4%	0.2%	-10.4%
CCc1ccc(C(=O)Nc2ccc3nc(C)ccc3c2)cc1	3.8%	-3.8%	2.1%	6.2%	-18.6%	15.9%	-19.1%	-6.0%	-1.4%
CCOc1nc(C)cc(C)c1S(=O)(=O)c1cccc(C)c1	.	41.3%	.	-10.1%	11.4%	?	.	-8.5%	-14.0%
O=c1cc(-c2cccc([N+](=O)[O-])c2)[nH][nH]1	10.1%	-19.6%[59 µM]	-15.9%	33.0%	-11.6%	19.5%	-12.1%	-1.2%	-5.0%
Cc1ccc(C)n1NC(=O)c1cccs1	2.5%	-15.1%[12.7 µM]	-18.1%	5.8%	-21.4%	3.6%	-0.5%	-0.1%	-17.1%
COc1cc(CNn2nnnc2N)ccc1OCc1c(Cl)cccc1Cl	21.9%	0.3%	-13.9%	28.8%	-23.0%	-2.5%	-26.6%	-2.3%	?
Cc1noc(C)c1C(=O)Nc1cccc(S(=O)(=O)N2CCOCC2)c1	36.7%[activator]	4.3%[59 µM]	9.6%	.	-1.5%	27.1%	-8.8%	.	.
CCCOc1ccc(N2C(=O)CC(N3CCOCC3)C2=O)cc1 (stereo unspecified)	?	-30.7%[12.7 µM]	-4.4%	0.9%	-18.1%	-1.0%	-4.2%	1.1%	-0.2%
NNc1nc2c(Cl)c(Cl)ccc2s1	14.1µM*	?	?	?	50.1µM*	3.16µM*	?	-26.9%	-22.5%
O=C(NNc1ccc([N+](=O)[O-])cc1[N+](=O)[O-])c1ccco1	33.8%	39.8µM*	-13.1%	0.5%	39.8µM*	-9.0%	-11.2%	-3.8%	?
CN(Cc1cnccn1)Cc1ccccc1OCC(O)CN1CCc2ccccc2C1 (stereo unspecified)	12.8%	.	-0.7%	15.1%	?	21.3%	-17.2%	-14.8%	-13.7%
CCOCCn1c(COc2ccccc2)nc2ccccc21	10.9%	-4.5%[12.7 µM]	-10.3%	15.4%	4.4%	9.0%	-15.0%	-2.5%	3.3%
Cc1ccc(NC(=S)NC(=O)CC2CC(C)(C)OC2=O)cc1 (stereo unspecified)	-6.1%	-0.1%	-3.3%	22.5%	-1.2%	0.3%	-18.5%	-2.9%	-9.6%
CCOC(=O)N(C)S(=O)(=O)c1ccccc1[N+](=O)[O-]	-7.8%	-31.8%	-9.8%	-20.7%	.	-3.5%	2.7%	1.8%	-19.0%
CC(C)C(C(=O)NCc1ccco1)N(C(=O)CNS(=O)(=O)c1ccccc1)C1CCCC1 (stereo unspecified)	-12.6%	24.0%[59 µM]	-1.2%	5.5%	16.2%	12.8%	-20.8%	-2.6%	-18.7%
Cc1cc2nc(C(C)(C)C)cc(N)n2n1	58.9%[activator]	-35.5%	-4.0%	3.6%	-5.5%	25.9%	-19.4%	-4.4%	-21.0%
COc1cccc(/C=N/Nc2nnc3c(n2)[nH]c2ccccc23)c1OC	6.0%	.	-29.2%	-1.5%	-6.7%	-1.8%	2.2%	-7.0%	-4.3%
CCCCCc1ccc(CC(=O)O)cc1	1.5%	15.9%	-4.2%	9.2%	-4.6%	-5.7%	-15.7%	3.1%	?
Cc1c(CCC(=O)O)c(=O)oc2cc3occ(-c4ccc(Cl)cc4)c3cc12	?	-18.0%	-7.0%	?	-35.0%	-11.6%	22.4µM*	-4.3%	0.8%
CC(Oc1ccccc1F)c1nnc(SCC(=O)Nc2ccc(N3CCOCC3)cc2)o1 (stereo unspecified)	27.1%	-5.8%[12.7 µM]	-3.1%	.	3.2%	16.3%	-14.3%	.	.
CC(=O)Nc1ccc2c(c1)CN(c1cc(C)ccc1C)CO2	2.8%	?	-5.8%	36.6%	-34.1%	-2.4%	-16.8%	-2.9%	-7.4%

Profiles, looked up by structure. Order of values: Pol iota inh | G9a inh | Pol kappa inh | Pol beta inh | BAZ2B block | APEX1 inh | Pol eta inh | BLM inh | Apoferritin bind
Profile of Cc1cccc(NC(=O)CSc2nc(=O)n(CCCN3CCOCC3)c3c2CCCC3)c1 = 29.4% | 4.0%[59 µM] | -19.8% | . | -6.7% | -2.0% | -10.4% | . | .
Profile of CCc1ccc(C(=O)Nc2ccc(C)c(NS(C)(=O)=O)c2)cc1 = 4.7% | -119.2% | -1.6% | 9.4% | -18.5% | -1.5% | -12.1% | -1.7% | -7.7%

From PubChem
